Source: PubChem BioAssay (several laboratories)
PhoP inhibition – inhibitors of PhoP regulon expression, primary screen, Salmonella Typhimurium, GFP reporter (AID 1863). S. Typhimurium PhoP-regulated promoter GFP reporter, 4 h; higher % means a stronger effect. inhibition, % at 50 µM; hits with a dose series show IC50 in µM. 300,000 tested, 0.16% active;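 active means inhibition over 29.93%, a cutoff 3 SD above the screen mean, later confirmed by dose response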;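 further: 0% = low Mg2+ inducing control and 100% = high Mg2+ repressing control; strong numbers were not always called active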
Large T inhibition – SV40 large T antigen inhibitors, biochemical (AID 1903). SV40 large T antigen ATPase/helicase inhibition assay; higher % means a stronger effect. inhibition, % at 20 µM; hits with a dose series show IC50 in µM. 310,000 tested, 0.39% active; in the data active means a potency from the dose series; further: strong numbers were not always called active
UTI89 phage lysis – inhibition of K1F phage lysis, E. coli UTI89, bacterial capsule biogenesis inhibitors, alamar blue (AID 488966). inhibition, % at 100 µM; hits with a dose series show IC50 in µM. E. coli UTI89 K1F phage lysis, alamar blue, 2 h; higher % means a stronger effect. 340,000 tested, 0.02% active;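 active means phage lysis inhibition, versus mean bacterial control, above a set limit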;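 further: capsule biogenesis inhibitors block K1F phage lysis so surviving cells raise fluorescence; higher fluorescence means more inhibition of phage lysis; actives were called in the ten point dose series up to 300 µM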
Dengue-2 NS5 capping – Dengue-2 NS5 methyltransferase inhibitors, primary screen, biochemical, confirmation dose response (AID 588689); Genome polyprotein (Dengue virus type 2 (strain 16681-PDK53)); Dengue-2 NS5 methyltransferase capping enzyme assay, biochemical; higher % means a stronger effect; one-dose inhibition, % at 25 µM; IC50 in µM for titrated hits; 340,000 tested, 0.3% active; in the data active means a potency from the dose series
HIV peptide binding – inhibitors of HIV fusion peptide binding, primary screen, biochemical, uHTS, fluorescence dequenching (AID 1986); cell-free peptide binding, fluorescence dequenching, 30 min; higher % means a stronger effect; 290,000 tested, 0.3% active; inhibition, % at 20 µM, or IC50 in µM where a hit was titrated; in the data active means inhibition mostly above about 52%, no sharp cut-off; inactive means mostly below about 76%; further: some results filed as inactive read as strong as hits
Rac1 GTP hydrolysis – MgcRacGAP GTPase-activating activity inhibitors, confirmation, biochemical, ADP Hunter fluorescence; Rac GTPase-activating protein 1 (Homo sapiens); MgcRacGAP-stimulated Rac1 GTP hydrolysis, ADP Hunter fluorescence; higher % means a stronger effect; GST-tagged Rac1 F28L mutant substrate; one-dose inhibition, % at 30 µM; IC50 in µM for titrated hits; 340,000 tested, 0.6% active; AID 624330, 2012;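 active means first-screen hits whose inhibition reached a set limit at any dose in the follow-up dose series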;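 further: fluorescence reports GDP produced by GAP-driven GTP hydrolysis; strong numbers were not always called active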
GPR55 LPI antagonism – GPR55 antagonists blocking LPI-driven arrestin recruitment, primary screen, imaging, U2OS, beta-arrestin-GFP, LPI agonist (AID 2013); U2OS GPR55 beta-arrestin-GFP translocation imaging, LPI antagonism; higher % means a stronger effect; 290,000 tested, 0.13% active; one-dose inhibition, % at 10 µM; IC50 in µM for titrated hits; G-protein coupled receptor 55 (Homo sapiens);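 active means spots per cell inhibited over 60%, with over 100 cells counted and total cytoplasm intensity under 500,000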;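 further: U2OS cells stably carrying GPR55 and arrestin-GFP stimulated by 5 µM LPI near EC80; imaged beta-arrestin-GFP aggregate spots per cell after agonist stimulation; plate controls were LPI-stimulated DMSO wells for no effect and DMSO wells without LPI for full effect; some results filed as inactive read as strong as hits; confirmed hits need IC50 under 10 µM and bright autofluorescent wells are also inconclusive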
RSV antiviral HEp-2 – RSV antiviral activity via CPE protection, HEp-2 cells, primary 10 µM value included (AID 2391). HEp-2 cells, RSV-induced CPE inhibition; higher % means a stronger effect. CPE inhibition, % at 10 µM, or IC50 in µM where a hit was titrated. 310,000 tested, 0.13% active; in the data active means a potency from the dose series; further: strong numbers were not always called active
GPR35 arrestin U2OS – GPR35 antagonists blocking zaprinast-driven arrestin recruitment, primary screen, imaging, U2OS, beta-arrestin-GFP, zaprinast agonist (AID 2058); 290,000 tested, 0.052% active; one-dose inhibition, % at 10 µM; IC50 in µM for titrated hits; U2OS GPR35 beta-arrestin-GFP translocation imaging, zaprinast antagonism; higher % means a stronger effect;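 active means inhibition of at least 50% with at least 30 cells and total cytoplasm GFP at most 10,000,000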
Dengue-2 NS5 capping pilot replicate – second read-out of Dengue-2 NS5 capping, no call of its own (marks repeat the call); inhibition, %; measured here: pilot screen replicate inhibition
* marks the source's active call; other numbers are inactive results; / = no result given; & = joins results of further samples; [ ] = dose if it differs, or a comment.

SMILES	PhoP inhibition	Large T inhibition	UTI89 phage lysis	Dengue-2 NS5 capping	HIV peptide binding	Rac1 GTP hydrolysis	GPR55 LPI antagonism	RSV antiviral HEp-2	GPR35 arrestin U2OS	others
CSc1ccc(Cl)c(C(=O)N(C)CC(=O)Nc2ccc(N3CCOCC3)cc2)c1	5%	18%	1.1%[50 µM]	1%	/	3%	/	-0.8%	/
Cc1ccc(C(=O)C2=C(O)C(=O)N(Cc3cccnc3)C2c2ccc(Cl)cc2)o1 (centres undefined)	-6%	13%	-0.2%	3%	-0.7%	-3%	0%	2.4%	-2%
Cc1ccc(-c2ccc(C(=O)NCc3ccc(Cl)cc3)o2)c2ccccc12	1%	13%	-0.7%	-10%	14%	14%	3%	21%	-10%
COc1ccc(C2(CNC(=O)C(c3ccccc3)c3ccccc3)CCOCC2)cc1OC	-5%	8%	1.6%	-4%	2.0%	2%	1%	2.9%	0%
C/C(=N/NC(=O)c1ccco1)c1ccc(NC(=O)c2ccc(F)cc2)cc1	-36%	8%	1.7%[50 µM]	4%	-0.5%	8%	-1%	1.3%	10%
CCOc1cc(NC(=S)NC)c(OCC)cc1NC(=O)c1ccc(OC)cc1	-4%	25%	1.8%	7%	-1.7%	5%	4%	2.1%	0%
Nc1c(C(=O)Nc2ccc3c(c2)OCCO3)nnn1Cc1ccc(Cl)cc1	8%	0%	1.0%[50 µM]	-3%	/	2%	/	-2.1%	/
CCOC(=O)[C@@H]1[C@H]2COc3ccc(Br)cc3[C@@H]2N2C(=O)N(c3ccccc3)C(=O)[C@@]12C	-7%	8%	0.3%	-7%	0.4%	8%	11%	-0.8%	-1%
Cc1ccccc1OCC(=O)Nc1ccc2c(c1)COC2=O	23%	12%	0.0%	-9%	-1.3%	8%	-3%	4.5%	-8%	Dengue-2 NS5 capping pilot replicate=3.7
CCOc1ccc(NC(=S)N2CCN(S(=O)(=O)c3ccccc3)CC2)cc1	-6%	10%	1.4%[50 µM]	1%	-1.8%	10%	16%	2.0%	-4%
COc1cc(OC)c(C(=O)Nc2cccc(C(C)=O)c2)cc1OC	0%	8%	2.6%[50 µM]	2%	-3.5%	10%	18%	0.7%	-1%
O=C(CCCOc1ccc(Cl)cc1)Nc1nncs1	9%	9%	0.4%	1%	-2.2%	7%	7%	4.1%	14%
COc1ccccc1N1CCN(S(=O)(=O)CCNC(=O)C2CCCC2)CC1	-4%	9%	2.5%[50 µM]	1%	/	2%	/	-2.1%	/
Cc1cccc(C)c1NC(=O)COn1nnc2ccc(C(F)(F)F)cc21	2%	4%	-0.1%	12%	-1.2%	-25%	-2%	1.4%	5%
O=C(c1cccs1)N1CCN(Cc2ccccc2)CC1	-26%	6%	1.7%[50 µM]	4%	3.4%	8%	-5%	1.6%	-10%
O=C(CSc1ccc(-c2cccs2)nn1)N1CCCCCC1	2%	2%	0.1%	-7%	3.4%	6%	3%	1.9%	0%
COc1ccc(NC(=S)N2CCN(CCN=CC3=C(O)CC(c4ccccc4)CC3=O)CC2)cc1 (centres undefined)	11%	9%	-0.6%	-1%	1.8%	5%	7%	0.5%	-13%
O=C(NCCS(=O)(=O)NC1CCCC1)c1ccc(F)cc1	-2%	14%	0.7%[50 µM]	-1%	/	15%	/	-0.7%	/
COc1ccc(C)cc1NC(=O)CN(C)S(=O)(=O)c1cnc[nH]1	-9%	2%	0.1%	1%	-2.0%	9%	-16%	0.6%	5%
CC(=O)c1ccccc1OC(=O)COc1ccc(Cl)cc1C	-1%	23%	/	/	2.0%	/	-1%	-0.9%	7%
COc1ccccc1C(=O)N/C(=C\c1cn(C)c2ccccc12)C(=O)N1CCOCC1	-6%	6%	0.5%	-10%	1.4%	15%	7%	2.2%	4%
O=C(NCCc1ccccc1)/C(=N\O)c1ccccc1	-2%	9%	2.6%	0%	3.8%	8%	-1%	2.5%	17%
O=C(COC(=O)c1ccco1)Nc1nc2ccccc2s1	5%	13%	3.5%	-6%	1.5%	2%	/	0.8%	2%
CCC(CC)NC(=O)/C=C/c1ccccc1Cl	-5%	5%	13%	-2%	2.4%	2%	9%	0.5%	5%
Cc1c(Cl)c(C(=O)Nc2nc3ccccc3n2CCN2CCCCC2)nn1C	7%	6%	/	/	22%	/	10%	2.2%	0%
O=C(NC(Cc1c[nH]c2ccccc12)C(=O)O)/C(=C\c1ccccc1)NC(=O)c1ccccc1 (centres undefined)	3%	0%	0.0%	0%	3.3%	3%	2%	-0.4%	-2%
CCOc1ccc(CCNC(=O)C2CCN(c3ccc(N4CCOCC4)nn3)CC2)cc1OCC	-8%	2%	1.1%	3%	-3.9%	1%	9%	-0.2%	14%
Cc1cc(OC(C)C(=O)NC2CCN(Cc3ccccc3)CC2)c2c(C)cc(=O)oc2c1 (centres undefined)	-1%	4%	-0.1%	-3%	0.4%	9%	6%	0.0%	-10%
Cc1ccc(S(=O)(=O)/N=C(\CCl)N2CCOCC2)cc1	5%	12%	-0.8%	-5%	3.6%	1%	-10%	5.7%	0%
Cc1cccc(C(=O)OCC(=O)Nc2nccs2)c1	-2%	2%	0.5%	-6%	-0.6%	14%	-6%	1.5%	0%
O=C1CC(N2CCN(Cc3ccc4c(c3)OCO4)CC2)C(=O)N1c1cccc2ccccc12 (centres undefined)	-9%	6%	0.0%	-1%	-1.2%	8%	-7%	1.6%	2%
Cc1ccc2c(c1)C(C)(C)[C@]1(C)NC(=O)CCN21	-7%	4%	0.0%	-3%	0.3%	11%	-5%	1.3%	2%
CCOC(=O)c1nn(-c2ccc(Cl)cc2)c2nc(CC)c(C#N)c(=O)n12	-3%	0%	-0.3%	14%	2.9%	1%	3%	19%	-7%
COc1cc(C(=O)OCC(C)=O)cc(NC(=O)c2ccco2)c1OC	1%	0%	0.3%	2%	0.3%	8%	7%	0.0%	2%
O=C(NCc1ccccc1)C1=C[C@@H](c2ccccc2)C[C@@H](OCc2ccc(CO)cc2)O1	-3%	6%	1.6%	5%	1.3%	7%	-11%	1.0%	-15%
Cc1nc2scc(C)n2c(=O)c1S(=O)(=O)NCC1CCN(Cc2ccc(F)cc2)CC1	7%	-4%	3.2%	-4%	0.3%	6%	-6%	-3.9%	-4%

Some of these compounds in order of heavy-atom count, largest number first:
SMILES	PhoP inhibition	Large T inhibition	UTI89 phage lysis	Dengue-2 NS5 capping	HIV peptide binding	Rac1 GTP hydrolysis	GPR55 LPI antagonism	RSV antiviral HEp-2	GPR35 arrestin U2OS	others
Cc1c(Cl)c(C(=O)Nc2nc3ccccc3n2CCN2CCCCC2)nn1C	7%	6%	/	/	22%	/	10%	2.2%	0%
Nc1c(C(=O)Nc2ccc3c(c2)OCCO3)nnn1Cc1ccc(Cl)cc1	8%	0%	1.0%[50 µM]	-3%	/	2%	/	-2.1%	/
O=C(CSc1ccc(-c2cccs2)nn1)N1CCCCCC1	2%	2%	0.1%	-7%	3.4%	6%	3%	1.9%	0%

Next compounds follow.
SMILES	PhoP inhibition	Large T inhibition	UTI89 phage lysis	Dengue-2 NS5 capping	HIV peptide binding	Rac1 GTP hydrolysis	GPR55 LPI antagonism	RSV antiviral HEp-2	GPR35 arrestin U2OS	others
O=C(C1CCCN(CCCc2ccccc2)C1)N1CCCCC1 (centres undefined)	0%	3%	4.4%	-1%	0.0%	16%	2%	-0.1%	-8%
CCN(CC)C(=O)CSc1nc2cc3c(cc2c(=O)n1CCCCCC(=O)NCc1ccc(OC)cc1)OCO3	1%	11%	0.1%	2%	13%	1%	-7%	5.2%	-14%
O=C(CCN1C(=O)C2CCCCC2C1=O)N1CCN(S(=O)(=O)c2cccc(F)c2)CC1 (centres undefined)	0%	51%	1.8%[50 µM]	3%	/	1%	/	-1.6%	/
CCc1ccccc1NC(=O)c1nnn(CC(=O)Nc2cccc(C)c2)c1N	5%	1%	-0.1%	3%	1.4%	10%	-8%	0.8%	0%
CCS(=O)(=O)c1ccc(O)c(NC(=O)Nc2ccccc2)c1	2%	10%	1.4%	1%	2.4%	8%	9%	1.6%	4%
CCC(c1nnnn1C(C)(C)C)N(Cc1ccco1)Cc1cc2cccc(C)c2[nH]c1=O (centres undefined)	-14%	14%	0.4%	-1%	-0.4%	7%	5%	3.2%	-10%	Dengue-2 NS5 capping pilot replicate=0.2
CCOc1ccc(OCc2cccc(C(=O)N3CCOCC3)c2)cc1	21%	-3%	1.6%	1%	0.6%	-1%	-8%	1.2%	-2%
CC(=O)Nc1nonc1NC(=O)CSc1nc2ccccc2o1	9%	11%	-0.4%	3%	-1.1%	1%	-2%	1.5%	16%	Dengue-2 NS5 capping pilot replicate=0.6
Cc1ccc2oc3c(c(=O)c2c1)C(c1ccc(F)cc1)N(CCCN1CCOCC1)C3=O (centres undefined)	7%	13%	/	/	-0.3%	/	-3%	/	16%
CCOc1cc(/C=C2\CCCc3c2nc2ccccc2c3C(=O)O)ccc1OC	-120%	21%	-1.0%	28%	200%	9%	-2%	-0.4%	11%
CC(C(=O)NC1CCCC1)N(C(=O)CS(=O)CC(=O)Nc1ccc(F)cc1)c1ccc2c(c1)OCCO2 (centres undefined)	1%	-2%	0.2%	-1%	-0.7%	11%	7%	0.9%	-15%
Cc1nnc(SCC(=O)NNC(=O)COc2ccc(Cl)cc2)s1	-2%	7%	0.1%	10%	-1.1%	3%	7%	0.7%	1%
Cc1cc(C)cc(OCC(=O)Nc2ccc3c(c2)C(=O)c2ccccc2C3=O)c1	-2%	-6%	0.2%	25%	2.7%	8%	-5%	2.8%	10%
O=C(c1cn(CC(=O)N2CCCC2)c2ccccc12)C1CCCCC1	2%	21%	-0.5%	-6%	12%	4%	14%	1.6%	19%
O=C(NCc1ccccc1F)C1CCCN1C(=O)Nc1cccc(F)c1 (centres undefined)	2%	2%	0.4%	-14%	-2.6%	11%	-5%	-1.8%	6%
CN(CC(O)CN1CCOCC1)S(=O)(=O)O (centres undefined)	-1%&-4%	7%&7%	-0.1%	-7%	1.1%&1.0%	-5%	7%&1%	-0.3%&0.2%	9%&12%
Cc1ccc(SCCNC(=S)Nc2cc(C)cc(C)c2)cc1	-3%	9%	0.2%	-10%	-0.2%	9%	4%	4.8%	8%
O=C(NCCc1ccc(Cl)cc1)C1CCC(CNc2c(N3CCCCC3)c(=O)c2=O)CC1 (centres undefined)	3%	-1%	-1.3%	0%	0.2%	5%	-2%	3.9%	-3%
Cc1cc(C(=O)O)ccc1NCc1cccnc1	-1%	18%	-1.0%	/	-1.2%	7%	-5%	0.2%	13%
Cc1ccc(CNC(=O)C2CCN(S(=O)(=O)c3ccc4c(c3)CC(C)N4C(=O)C3CCC3)CC2)o1 (centres undefined)	6%	16%	0.2%	-15%	-1.5%	2%	6%	0.5%	8%

No enrichment for hits; 1.5% or so of the library scored in one or more.
